CR mimetic SO: lowers age-related superoxide in aged yeast cells; superoxide response (% of plate mean), % at 10 µM; AID 2690; hit rate 0.18% among 330,000; S. cerevisiae aged cells, superoxide DHE fluorescence; active compounds read low;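 active means superoxide response under a set limit, about three screen SD below normal, cut at about 65% in these data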;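 further: yeast aged for seven days with compound at 30 °C before DHE staining; 100% = average MFI of all compound-treated wells on the plate with controls excluded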
MEX-5 binding: C. elegans MEX-5 TCR-2 RNA binding activity. activity score (negative = inhibition of binding), % at 10 µM. hit rate 0.38% among 300,000. Q9XUB2. MEX-5/FITC-TCR2 RNA binding, fluorescence polarization; active compounds read low;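 active means inhibition past about -25% in most replicates, and total fluorescence under double the plate's negative control median, limit read from the data; inconclusive means replicates evenly split on the limit, or fluorescence at least double controls; inactive means too little inhibition in most replicates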;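 further: 0% = DMSO and -100% = 5 µM competing unlabeled TCR2 RNA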
CIT2 TOR yeast: yeast TOR pathway CIT2-GFP modulation. hit rate 0.065% among 320,000. S. cerevisiae CIT2-GFP strain, flow cytometry, 3 h; 100 means same as DMSO wells. GFP response vs DMSO, % at 10 µM;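 active means GFP response relative to DMSO above a set limit, near the screen mean plus 3 SD, cut at about 150% in these data; inconclusive means Fewer than 70 cells measured for a yeast strain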;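 further: ratio of well median GFP fluorescence to mean of DMSO wells on the plate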
MCL1-BIM inh: MCL1-BIM-BH3 interaction inhibition (human); hit rate 0.68% among 320,000; inhibition, % at 10.9 µM; Q07820; AID 2057; GST-MCL1 / FITC-Bim-BH3 fluorescence polarization;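 active means inhibition above the mean inhibition of all tested compounds plus 3 SD, set per campaign, cut at about 40% in these data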;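 further: 0% = DMSO wells and 100% = unlabeled Bim-BH3 peptide control; higher means more loss of mP so more displacement of Bim peptide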
VLA-4 inh: inhibition in a human VLA-4 binding assay; VLA-4 expressing cells, ligand binding flow cytometry; inhibition, % (about 7 µM as worked out from the volumes in the protocol); hit rate 0.2% among 330,000; in the data active means inhibition above about 50%
GLD-1 TGE inh: GLD-1-TGE RNA interaction inhibition (C. elegans) | Q17339 | purified GLD-1 + fluorescein TGE RNA, fluorescence polarization | inhibition, % at 5.96 µM | hit rate 0.44% among 320,000 | AID 2280;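 active means percent inhibition above a per-plate cutoff, the plate mean of test compounds plus 3 SD, cut at about 30% in these data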;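 further: 0% = DMSO wells with GLD-1 and probe and 100% = wells lacking GLD-1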
AGP1 TOR yeast: alters AGP1-GFP fluorescence in TOR pathway yeast screen; hit rate 0.02% among 320,000; S. cerevisiae AGP1-GFP multiplex flow cytometry, 3 h; GFP as percent of DMSO wells; GFP response vs DMSO, % at 10 µM;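 active means GFP response relative to DMSO above a set limit, near screen average plus 3 SD, cut at about 150% in these data; inconclusive means fewer than 70 cells counted for the yeast strain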;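 further: median GFP channel fluorescence of the gated AGP1 strain per well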
Bcl-xL primary: blocks human Bcl-xL binding to Bim BH3 peptide. Q07817. GST-Bcl-xL / FITC-Bim BH3 peptide fluorescence polarization. inhibition, % at 10.9 µM. hit rate 0.7% among 320,000;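 active means inhibition above the mean of all tested compounds plus 3 SD, cutoff set per campaign, cut at about 30% in these data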;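 further: 0% = DMSO wells and 100% = unlabeled Bim-BH3 peptide competitor; inhibitors lower millipolarization by displacing the labeled peptide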
Target sequence (Q07817 whole entry, looked up): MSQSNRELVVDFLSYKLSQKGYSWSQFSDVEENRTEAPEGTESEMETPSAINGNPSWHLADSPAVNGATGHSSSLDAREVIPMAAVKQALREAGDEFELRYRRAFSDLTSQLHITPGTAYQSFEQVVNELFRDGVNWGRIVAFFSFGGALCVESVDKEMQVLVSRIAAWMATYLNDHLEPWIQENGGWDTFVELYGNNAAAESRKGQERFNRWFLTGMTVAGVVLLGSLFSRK
GRK2 inh: inhibitors of human GRK2 displacing RNA aptamer; AID 488847; P25098; bead flow cytometry, FAM-aptamer displacement from GRK2; hit rate 0.59% among 330,000; inhibition of aptamer binding, % at 10 µM;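 active means inhibition of aptamer binding above 40%, roughly 3 SD of noise, on plates passing a quality check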;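 further: median bead fluorescence of bound FAM aptamer so fluorescent compounds give negative values; no value below 0 was filed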
Target sequence (P25098 whole entry, looked up): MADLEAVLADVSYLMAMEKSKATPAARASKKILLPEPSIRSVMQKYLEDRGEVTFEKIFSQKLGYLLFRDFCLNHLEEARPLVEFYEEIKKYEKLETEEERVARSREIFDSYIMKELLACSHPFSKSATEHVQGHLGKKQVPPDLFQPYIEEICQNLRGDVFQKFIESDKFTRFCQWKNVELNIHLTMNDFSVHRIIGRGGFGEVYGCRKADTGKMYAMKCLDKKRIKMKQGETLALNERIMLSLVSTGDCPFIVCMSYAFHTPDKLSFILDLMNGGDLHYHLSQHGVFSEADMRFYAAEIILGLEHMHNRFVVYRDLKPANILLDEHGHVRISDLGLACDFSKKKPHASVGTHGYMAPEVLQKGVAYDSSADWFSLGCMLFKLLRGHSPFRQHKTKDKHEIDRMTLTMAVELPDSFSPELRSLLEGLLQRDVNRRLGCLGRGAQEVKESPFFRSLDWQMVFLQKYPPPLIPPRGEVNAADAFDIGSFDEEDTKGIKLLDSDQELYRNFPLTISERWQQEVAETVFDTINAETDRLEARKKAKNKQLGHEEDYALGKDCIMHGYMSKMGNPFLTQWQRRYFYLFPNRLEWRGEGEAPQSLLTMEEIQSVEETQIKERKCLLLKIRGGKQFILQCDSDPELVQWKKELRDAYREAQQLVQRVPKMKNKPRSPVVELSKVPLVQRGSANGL
* marks the source's active call; other numbers are inactive results; ? = inconclusive; . = no result given. Compounds were not picked by outcome; overall some 2.1% were active at least once.

Results follow in this order: CR mimetic SO	MEX-5 binding	CIT2 TOR yeast	MCL1-BIM inh	VLA-4 inh	GLD-1 TGE inh	AGP1 TOR yeast	Bcl-xL primary	GRK2 inh
[1] COc1cccc(-c2nnc(-c3ccco3)o2)c1
 : 113.1	0.5	88.0	-1.2	7.2	-10.4	88.7	-1.6	0.0
[2] O=S(=O)(c1ccc(Oc2ccccc2)cc1)N1CCOCC1
 : 105.0	-0.1	96.0	-12.1	3.4	0.4	95.7	-5.8	2.0
[3] CCOc1ccc(/C=C/C(=O)Nc2ccc(C(N)=O)cc2)cc1OC
 : 93.9	0.8	?	4.0	16.1	-0.4	?	1.1	2.0
[4] CCCCn1c(N)c(N(CC)C(=O)COc2ccc(C#N)cc2)c(=O)[nH]c1=O
 : 120.7	.	80.8	.	0.0	8.8	95.9	.	2.0
[5] COc1ccccc1-c1cc(C(=O)NC(C)c2ccccc2)no1 (centres undefined)
 : 94.7	-1.2	95.7	0.9	6.0	5.3	91.8	0.3	1.0
[6] CCOC(=O)c1ccc(NC(=O)C2CC3CCC2C3)cc1 (centres undefined)
 : 98.9	-0.6	88.3	-1.3	11.8	2.8	95.8	1.2	0.0
[7] O=c1[nH]c(=O)n(Cc2ccco2)c2c1C(C(F)(F)F)(C(F)(F)F)N=C(Cc1ccccc1)N2
 : 102.6	1.2	92.1	-9.1	17.1	4.5	97.5	-3.0	5.0
[8] COc1ccc(S(=O)(=O)Nc2cc(C)c(O)cc2C(C)C)cc1
 : 103.4	0.2	100.3	4.2	-42.5	1.0	103.8	8.1	0.0
[9] CCCCn1c(N)c(N(CCOC)C(=O)CN2c3ccccc3CC2C)c(=O)[nH]c1=O (centres undefined)
 : 93.5	1.7	95.8	-7.8	1.9	1.1	103.8	-0.2	0.0
[10] Cc1ccc(OCc2cc(C(=O)N3CCc4sccc4C3)no2)cc1C
 : 111.3	0.9	96.7	.	0.5	.	92.2	.	0.0
[11] COc1ccc(CNCC(=O)Nc2cc(OC)cc(OC)c2)cc1
 : 121.6	-0.7	111.4	0.5	-13.1	-1.6	107.0	2.5	0.0
[12] CCOC(=O)c1sc(NC(=O)c2c(C)nn(Cc3ccccc3)c2C)cc1C
 : 107.2	.	99.7	6.8	7.7	2.6	93.2	1.8	3.0
[13] COc1ccnc(N=CNOCc2ccc(C)cc2)c1C#N
 : 81.4	1.5	108.2	5.9	0.1	-1.3	41.9	1.8	0.0
[14] CCCCOC(=O)c1ccc(NC(=O)COC(=O)CSc2nc(C)cc(C)n2)cc1
 : 105.3	0.0	100.8	-5.1	2.6	1.4	99.8	3.5	0.0
[15] CCCCN(C)Cc1c(O)ccc2c(-c3ccccc3)cc(=O)oc12
 : 77.3	.	106.7	11.7	-8.3	-0.8	103.3	7.2	0.0
[16] O=[N+]([O-])c1ccc2nonc2c1Nc1cccc(F)c1
 : 107.1	-0.7	103.3	7.7	-3.1	3.2	94.1	2.3	0.0
[17] O=C(COC(=O)C1(c2ccccc2F)CCCC1)N1CCOCC1
 : 97.3	-1.3	93.4	3.1	4.2	-7.6	92.2	0.6	2.0
[18] Cc1ccc(S(=O)(=O)N2CCOC23CCN(C(=O)c2ccc(Cl)cc2Cl)CC3)cc1
 : 116.5	0.6	99.8	-1.2	8.9	-6.6	103.3	1.4	1.0
[19] O=C(COC(=O)c1cc(=O)[nH]c2ccccc12)NC1CCCC1
 : 107.5	0.5	95.2	-6.4	8.3	-3.1	103.4	0.9	4.0
[20] CCOC(=O)C1=C(CS(=O)(=O)c2ccc(C)cc2)NC(=O)NC1c1cc(OC)c(OC)c(OC)c1 (centres undefined)
 : 105.3	1.0	103.5	0.9	-1.4	-5.2	107.6	2.9	0.0
[21] C/C(CC(=O)Nc1cccc(Cl)c1Cl)=N\NC(=O)c1ccccc1Br
 : 103.6	1.8	95.9	1.6	6.5	1.3	95.7	3.7	3.0
[22] CN1C(=O)CC(P(=O)(c2ccccc2)c2ccccc2)N(C)C1=O (centres undefined)
 : 107.4	-1.8	90.3	3.7	4.5	2.0	88.6	4.6	0.0
[23] COc1ccc2nc(C)cc(N3CCC(C(N)=O)CC3)c2c1
 : 111.0	-0.4	88.1	2.8	5.4	-3.3	97.2	-0.9	3.0
[24] COC(=O)C1=C(N)Oc2cc(C)n(CCc3ccccc3)c(=O)c2C1c1cccnc1 (centres undefined)
 : 95.2	2.4	91.7	3.6	11.1	-1.9	.	2.6	0.0
[25] NC(=O)c1ccc(NC(=O)CN2CCN(c3ccccc3)CC2)cc1
 : 89.3	-6.9	101.7	6.3	-88.0	-37.0	99.9	4.1	0.0
[26] CCOC(=O)C(NC(=O)c1cccc(Cl)c1)(OCc1ccccc1)C(F)(F)F (centres undefined)
 : 87.1	2.3	99.7	-1.1	10.6	5.3	101.5	2.4	0.0
[27] CCn1cnc2cc(NS(=O)(=O)c3ccc(OC)c(OC)c3)ccc21
 : 97.6	0.5	107.6	7.0	-5.2	-3.0	105.2	5.9	5.0
[28] CCn1cc(CN2CCCC(C(=O)Nc3cccc(-c4cc5ccccc5[nH]4)c3)C2)cn1 (centres undefined)
 : 108.2	3.0	98.8	7.8	25.0	6.4	100.2	4.1	0.0
[29] COc1ccc(OC)c(Nc2cc(-c3ccccc3)nc(N)n2)c1
 : 96.8	0.2	87.9	6.1	9.3	3.1	90.7	6.1	0.0
[30] O=C(Nc1ccc(Cl)c(C(F)(F)F)c1)C(=O)N1CCCCC1
 : 91.7	0.4	111.5	-3.3	21.4	9.4	96.9	2.0	0.0
[31] Cc1nc(SCC(=O)NC(C)(C#N)C2CC2)c2c(-c3cccs3)csc2n1 (centres undefined)
 : 102.0	3.0	111.4	-2.1	14.3	-0.8	104.5	0.3	0.0
[32] Cc1ccc(C(=O)OCC(=O)NC2CC2)s1
 : 102.0	.	106.3	.	16.7	3.9	99.5	.	0.0
[33] COc1ccc(N2CCN(C(=O)CNC(=O)c3ccc(Br)o3)CC2)cc1
 : 101.1	1.4	110.8	2.3	-5.1	1.5	107.6	2.5	0.0
[34] COc1cccc(CNC(=O)CN(C)S(=O)(=O)c2ccc(Br)s2)c1
 : 106.4	0.3	93.0	-3.1	3.2	-0.1	89.5	1.7	0.0
[35] COCCNc1ccnc2c(Cl)cccc12
 : 101.3	2.0	107.1	-15.2	4.5	-4.6	105.6	-7.6	0.0
[36] O=[N+]([O-])c1ccc(-c2nc(NCC3CCCO3)c3ccccc3n2)cc1 (centres undefined)
 : 98.6	2.8	101.4	-1.8	13.2	4.7	99.8	7.8	1.0
[37] Cc1nn(-c2ccccc2)c(Cl)c1C(=O)N(C)CC(=O)Nc1cccc(F)c1
 : 84.2	-0.9	91.4	-4.4	5.9	-0.2	108.1	-5.1	1.0
[38] COc1ccc(CC(=O)N/N=C/c2cc(Br)cs2)cc1OC
 : 94.5	1.7	91.6	-2.1	24.8	-4.2	83.7	-1.4	1.0
[39] O=C(C1CCN(S(=O)(=O)c2cccc3nsnc23)CC1)N1CCc2ccccc21
 : 91.3	1.0	105.0	5.8	-0.8	1.7	102.3	5.9	3.0
[40] CCc1ccc(CN(C)CC(=O)Nc2ccc3c(c2)CCC3)cc1
 : 93.2	-0.7	108.4	-5.5	-18.1	5.5	104.8	-0.7	0.0
[41] Cc1nn(CCc2nn[nH]n2)c2nc(C(F)(F)F)cc(C(F)(F)F)c12
 : 98.1	-3.0	120.6	-0.5	-15.1	-0.4	.	11.5	3.0
[42] NS(=O)(=O)c1ccc(CCNC(=O)c2ccccc2Cc2ccccc2)cc1
 : 109.0	-3.8	97.8	1.9	2.8	-3.9	100.7	3.7	2.0
[43] COc1ccc(CCC(=O)NCc2ccco2)cc1
 : 102.0	0.7	.	6.6	0.0	3.8	108.6	5.6	5.0
[44] CN(c1ccccc1C(=O)N1CCN(c2ccccc2F)CC1)S(=O)(=O)c1ccccc1
 : 95.7	3.1	?	.	-3.9	.	?	.	0.0
[45] CCN(CC(=O)Nc1c(F)cccc1F)C(=O)CNC(=O)c1ccc(Br)o1
 : 108.9	1.2	100.6	3.9	-3.9	-0.9	105.8	0.9	2.0
[46] Cc1c(C(=O)CN2CCCC(C)(C)C2)c2ccccc2n1C
 : 109.3	-1.8	102.5	-0.8	3.2	-0.5	105.7	2.6	0.0
[47] CCCc1cc(C(=O)N2CCCC(Nc3ccc(C)c(C)c3)C2)n(C)n1 (centres undefined)
 : 99.8	1.7	106.7	-1.8	-13.5	4.8	103.2	6.5	7.0
[48] C/C(=N\OCC(=O)Nc1c(C)cc(C)cc1C)c1ccc2c(c1)OCCO2
 : 92.6	0.5	92.4	-2.8	15.9	4.7	100.5	-5.3	1.0
[49] N#Cc1ccc(-c2ccc(F)cc2)nc1Sc1ccccc1
 : 87.8	-1.2	94.5	2.9	4.3	3.5	101.8	2.5	5.0
[50] Cc1nc2cc(NC(=O)N3CCC(c4ccccc4)C3)ccc2n1C (centres undefined)
 : 86.5	-1.6	104.7	2.7	1.6	-5.3	105.8	2.8	0.0
[51] O=C1CN(C(=O)COC(=O)c2ccccc2NCc2ccco2)c2ccccc2N1
 : 109.6	-0.5	90.7	-2.4	-4.7	8.3	91.0	0.0	0.0
[52] Fc1cccc(Cl)c1Cn1nnc2c(-n3ccnc3)ncnc21
 : 100.8	1.1	103.1	-1.1	-0.4	0.7	100.9	-4.9	1.0
[53] Cc1cc(C)c(C)c(S(=O)(=O)Nc2ccc(OCC(=O)O)cc2)c1C
 : 113.8	0.0	94.0	-6.1	7.3	-6.2	98.8	-0.2	0.0
[54] Cn1c(=O)cc(SCC(=O)N2CCN(c3ccccn3)CC2)c2ccccc21
 : 94.8	0.1	99.0	7.3	1.9	7.2	96.7	7.4	0.0
[55] CCN(CC)CCC#CC(O)(c1ccccc1)C1CCCCC1 (centres undefined)
 : 80.8	-2.0	97.1	-0.9	8.2	-4.7	94.5	2.5	0.0
[56] O=C(COC(=O)c1ccc[n+]([O-])c1)Nc1c(Br)cc([N+](=O)[O-])cc1Br
 : 92.4	-1.9	104.6	5.6	-5.3	8.7	115.8	-2.8	2.0
